Screens deposited in PubChem by National Center for Advancing Translational Sciences (NCATS).
KB-V1 cytotox: kills drug-selected multidrug resistant KB-V1 cells | Potency, µM (top dose mostly 46.1 µM), without a hit: top-dose activity change, negative = cytotoxicity, hits mostly cytotoxic | KB-V1 MDR cells viability, CellTiter-Glo, 72 h | actives 3.4% (n = 400,000); also: % is scaled to controls: 0 for no effect and ±100 for the full control effect; nearly all actives have a fitted effect of over 60% in size
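Cells of the MDR subline KB-V1 are plated, dosed with compound at multiple concentrations, and incubated 72 h at 37 degrees C; CellTiter-Glo is then added and luminescence read after 10 min.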
HT1080 IDH1KD tx: kills HT-1080 cells with IDH1 knockdown; HT-1080 IDH1 knockdown viability, ATP luminescence, 48 h; actives 2% (n = 360,000); Potency, µM (highest dose often 46.1 µM), for inactives: top-dose activity, negative = toxicity, hits mostly cytotoxic;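 also: 0% = DMSO wells and -100% = cell-free medium wells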
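CellTiter-Glo luminescence after 48 h compound exposure at 37 degrees C of IDH1-knockdown HT-1080 cells in 5% FBS RPMI. %Activity scaled between DMSO wells and cell-free media wells, with curves fitted and assigned curve classes.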
KB-3-1 cytotox: kills parental KB-3-1 adenocarcinoma cells | KB-3-1 viability, CellTiter-Glo ATP luminescence, 72 h | Potency, µM (highest dose often 46.1 µM), for the others: at the top dose activity change, negative = cytotoxic, usual class: cytotoxic | actives 1.4% (n = 400,000); also: % is scaled to controls: 0 for no effect and ±100 for the full control effect; nearly all actives have a fitted effect of over 60% in size
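Viability of parental KB-3-1 cells, measured by CellTiter-Glo luminescence, followed a 72 h incubation at 37 °C with pinned compounds in phenol-red-free DMEM containing 10% FBS.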
TDP-43 yeast inh: TDP-43 toxicity inhibition in yeast; TDP-43 expressing yeast growth rescue, BacTiter-Glo, 24 h; Potency, µM (doses to about 46.1 µM), for inactives: at the highest dose growth rescue (activation), actives largely listed as activators; actives 1.8% (n = 410,000); AID 652104; also: % of control where 0% means no effect; nearly all actives have a fitted effect of over 50% in size
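Readout is BacTiter-Glo luminescence of cell growth, so inhibitors register as activators. TDP-43-expressing yeast at OD600=0.02 in galactose medium, after raffinose pregrowth to mid-log, were incubated with compound for 24 hr at 30 deg C.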
HT1080-NT tox: kills 2HG-producing HT-1080-NT fibrosarcoma cells | actives 1.6% (n = 360,000) | HT-1080-NT fibrosarcoma viability, CellTiter-Glo ATP luminescence, 48 h | Potency, µM (top dose mostly 46.1 µM), without a hit: at the highest dose activity, negative = less viability, hits mostly cytotoxic;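 also: NT is the 2HG producing partner of a matched IDH1 knockdown line; 0% = DMSO-treated cells and -100% = media-only wells without cells; nearly all actives have a fitted effect of over 55% in size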
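Compounds were tested in concentration-response format on HT-1080-NT cells for 48 hours at 37 degrees C. Cell viability came from CellTiter-Glo luminescence; curves were classified by r2, response magnitude and activity.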
GLP1R ag: agonists of human GLP-1 receptor; P43220; HEK293 GLP-1R CRE-luciferase, luminescence, 4-6 h; cells express a hypersensitive GLP-1R form; Potency, µM (highest dose often 45.6 µM), inactives show top-dose activation, hits mostly activators; actives 0.007% (n = 380,000); also: % of control where 0% means no effect
Target sequence (P43220 whole entry, looked up): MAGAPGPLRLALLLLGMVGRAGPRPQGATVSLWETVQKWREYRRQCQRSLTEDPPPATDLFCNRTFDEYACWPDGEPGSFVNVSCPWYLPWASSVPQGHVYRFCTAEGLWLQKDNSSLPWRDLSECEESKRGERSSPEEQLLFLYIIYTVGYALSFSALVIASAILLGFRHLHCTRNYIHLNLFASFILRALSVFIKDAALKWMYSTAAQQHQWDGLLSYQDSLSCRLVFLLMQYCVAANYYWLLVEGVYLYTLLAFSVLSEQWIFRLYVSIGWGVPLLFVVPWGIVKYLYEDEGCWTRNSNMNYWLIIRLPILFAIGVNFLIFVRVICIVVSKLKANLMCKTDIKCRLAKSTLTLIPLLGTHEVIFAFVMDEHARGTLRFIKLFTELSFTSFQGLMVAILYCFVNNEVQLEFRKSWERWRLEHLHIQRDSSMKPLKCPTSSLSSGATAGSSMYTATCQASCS
GLP1R cytotox: cytotoxicity counter-screen for GLP-1 receptor inverse agonists; HEK293 cAMP-luciferase reporter cells, luminescence, 24 h; Potency, µM (top dose mostly 38.3 µM), for the others: at the top dose activity change, negative = inhibition, actives largely listed as inhibitors; actives 0.13% (n = 410,000);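 also: loss of luciferase light is scored as toxicity; % is scaled to controls: 0 for no effect and ±100 for the full control effect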
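To flag toxic compounds, the library was rerun on cells for 24 hr at 37 deg C and 5% CO2. Viability-linked luminescence was captured 12 min after adding luciferase detection reagent.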
GLP-1R inv ag: inverse agonists of human GLP-1 receptor. P43220. HEK293 GLP-1R CRE-luciferase, luminescence, 24 h; GLP-1R form is constitutively active. Potency, µM (highest dose often 38.3 µM), for the others: at the top dose activity change, negative = inhibition, hits mostly inhibitors. actives 1.6% (n = 410,000). AID 624417; also: % is scaled to controls: 0 for no effect and ±100 for the full control effect; nearly all actives have a fitted effect of over 55% in size
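Stable HEK293 clone (constitutively active GLP-1R + cAMP-response luciferase); 200 cells/uL plated, 12 h pre-culture, compound 24 hr, 37 deg C/5% CO2; detection reagent 12 min RT; luminescence.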
SW480 rerep: DNA re-replication induction in SW480 cells; SW480 DNA re-replication, Hoechst DNA content imaging, 48 h; Potency, µM (highest dose often 46.1 µM), for the others: top-dose re-replication activation, actives largely listed as activators; actives 1.8% (n = 340,000); AID 624297; also: % of control where 0% means no effect; nearly all actives have a fitted effect of over 55% in size
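Hoechst fluorescence of nuclei (405 nm excitation, 500-530 nm emission) measured by plate-scanning imager after 48 hr compound exposure at 37 C; re-replication scored as increased number of nuclei with elevated intensity.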
* = called active by the depositor; u = inconclusive; x = no result given; [ ] = remark or other dose. Calls follow the shape of the dose curve; as a rule, active = well fitted curve in the direction sought with a large enough effect; inconclusive = small, poorly fitted or top-dose-only effect, or another doubt; inactive = no such curve, though single readings can be large; an effect the other way counts as inactive or inconclusive. Potency is read from the fitted curve at half-maximal effect.

SMILES	KB-V1 cytotox	HT1080 IDH1KD tx	KB-3-1 cytotox	TDP-43 yeast inh	HT1080-NT tox	GLP1R ag	GLP1R cytotox	GLP-1R inv ag	SW480 rerep
Cc1cc(/C=c2/sc3nc4ccccc4n3c2=O)c(C)n1-c1ccccn1	u	6%	u	-21%	-20%	-18%	-6%	0%	8%
CC1(C(=O)NS(=O)(=O)c2cccc(OC(F)F)c2)CCN1C(=O)c1ccccc1CCc1ccccc1 (stereo not drawn)	2%	-12%	0%	9%	-6%	-2%	-1%	-37%	x
Clc1ccc2oc(-c3ccccc3)nc2c1	1%	19%	-13%	11%	28%	5%	-1%	25%	-2%
COC(=O)[C@]12CCCCC=C1N(Cc1ccc(Cl)cc1Cl)C(=O)[C@H](CC(=O)N1CCN(C(=O)c3ccco3)CC1)C2	-30%	u	u	0%	u	2%	1%	u	x
O=c1cc(O)n(-c2ccc(F)cc2)c(=S)[nH]1	20%	-2%	1%	14%	-3%	4%	1%	0%	-3%
CC1(C)CC(=O)c2cnc3nc4ccccc4n3c2C1	1%	-10%	1%	-13%	0%	5%	9%	16%	-11%
COc1c(Cl)cc(Cl)cc1/C=C(\C#N)c1nc2ccccc2[nH]1	-12%	x	3%	u	x	16%	3%	0%	x
CC1CCCC(NC(=O)CC2Nc3ccccc3NC2=O)C1C (stereo not drawn)	16µM*	0%	-3%	9%	-3%	0%	14%	-10%	-55%[inhibitor]
O=C(NCC1COc2ccccc2O1)c1cccc(S(=O)(=O)NCc2ccccc2)c1 (stereo not drawn)	-30%	-1%	-11%	0%	-3%	7%	-4%	u	7%
COc1cccc(-c2ccc3c(c2)C2CC3CCN2C(C)=O)c1 (stereo not drawn)	0%	1%	0%	u	-3%	10%	-1%	-5%	1%

A draw from above in order of SMILES length, lowest first:
SMILES	KB-V1 cytotox	HT1080 IDH1KD tx	KB-3-1 cytotox	TDP-43 yeast inh	HT1080-NT tox	GLP1R ag	GLP1R cytotox	GLP-1R inv ag	SW480 rerep
Clc1ccc2oc(-c3ccccc3)nc2c1	1%	19%	-13%	11%	28%	5%	-1%	25%	-2%
O=c1cc(O)n(-c2ccc(F)cc2)c(=S)[nH]1	20%	-2%	1%	14%	-3%	4%	1%	0%	-3%
COc1cccc(-c2ccc3c(c2)C2CC3CCN2C(C)=O)c1 (stereo not drawn)	0%	1%	0%	u	-3%	10%	-1%	-5%	1%
COc1c(Cl)cc(Cl)cc1/C=C(\C#N)c1nc2ccccc2[nH]1	-12%	x	3%	u	x	16%	3%	0%	x

Record cards, from the list above. Values in the order: KB-V1 cytotox | HT1080 IDH1KD tx | KB-3-1 cytotox | TDP-43 yeast inh | HT1080-NT tox | GLP1R ag | GLP1R cytotox | GLP-1R inv ag | SW480 rerep
Record of `CC1CCCC(NC(=O)CC2Nc3ccccc3NC2=O)C1C` (stereo not drawn) → 16µM* | 0% | -3% | 9% | -3% | 0% | 14% | -10% | -55%[inhibitor]
Record of `O=c1cc(O)n(-c2ccc(F)cc2)c(=S)[nH]1` → 20% | -2% | 1% | 14% | -3% | 4% | 1% | 0% | -3%
Record of `COc1cccc(-c2ccc3c(c2)C2CC3CCN2C(C)=O)c1` (stereo not drawn) → 0% | 1% | 0% | u | -3% | 10% | -1% | -5% | 1%
Record of `Clc1ccc2oc(-c3ccccc3)nc2c1` → 1% | 19% | -13% | 11% | 28% | 5% | -1% | 25% | -2%
Record of `Cc1cc(/C=c2/sc3nc4ccccc4n3c2=O)c(C)n1-c1ccccn1` → u | 6% | u | -21% | -20% | -18% | -6% | 0% | 8%

Continuation.
SMILES	KB-V1 cytotox	HT1080 IDH1KD tx	KB-3-1 cytotox	TDP-43 yeast inh	HT1080-NT tox	GLP1R ag	GLP1R cytotox	GLP-1R inv ag	SW480 rerep
O=C(Nc1ccc(F)cc1)N1CCN(c2nc3ccccc3s2)CC1	18%	-15%	1%	9%	u	-14%	-8%	u	6%
COc1nc(-c2cccs2)cc(-c2ccc(C)cc2)c1C#N	11µM*	u	16µM*	-9%	u	-14%	-14%	-8%	4µM*
Cc1ccc(NC(=O)CN(C)C(=O)c2cccc(S(=O)(=O)NCc3cccs3)c2)cc1	17%	-5%	-1%	8%	-7%	3%	-2%	u	-26%
COC(=O)c1cc(S(=O)(=O)NCCc2ccc(Cl)cc2)c[nH]1	20%	0%	18%	11%	8%	-2%	0%	u	-12%
NC(=O)c1ccc(NC(=O)Cc2ccc(S(=O)(=O)N3CCCCC3)cc2)cc1	0%	-1%	10%	9%	12%	5%	1%	6%	15%
CC(=O)N/C(=C\c1ccccc1)C(=O)NCc1ccc2c(c1)OCO2	22%	-1%	8%	5%	1%	-5%	7%	-6%	-7%
CC(C)c1ccc(N(CC(=O)NCc2cccnc2)S(=O)(=O)c2ccccc2)cc1	u	-8%	-24%	-5%	2%	29%	-10%	-20%	0%
CC1CCCCC12NC(=O)N(CC(=O)NCc1ccc3c(c1)OCO3)C2=O (stereo not drawn)	6%	3%	15%	-9%	-3%	0%	4%	5%	-5%
Cc1cc(C)c(NC(=O)CNC(=O)Cc2sc(C)nc2-c2ccc(F)cc2)c(C)c1	-23%	6%	27%	-15%	1%	7%	-3%	-22%	-8%
CN(C)c1ccc(-c2ccnc3c2CC(C)(C(=O)Nc2ccc(F)c(Cl)c2)O3)cc1 (stereo not drawn)	3%	29%	0%	-1%	27%	-5%	1%	15%	x

Shown as comma-separated lines: part of the list above
compound,KB-V1 cytotox,HT1080 IDH1KD tx,KB-3-1 cytotox,TDP-43 yeast inh,HT1080-NT tox,GLP1R ag,GLP1R cytotox,GLP-1R inv ag,SW480 rerep
Cc1cc(C)c(NC(=O)CNC(=O)Cc2sc(C)nc2-c2ccc(F)cc2)c(C)c1,-23%,6%,27%,-15%,1%,7%,-3%,-22%,-8%
CN(C)c1ccc(-c2ccnc3c2CC(C)(C(=O)Nc2ccc(F)c(Cl)c2)O3)cc1 (stereo not drawn),3%,29%,0%,-1%,27%,-5%,1%,15%,x

(continued)
SMILES	KB-V1 cytotox	HT1080 IDH1KD tx	KB-3-1 cytotox	TDP-43 yeast inh	HT1080-NT tox	GLP1R ag	GLP1R cytotox	GLP-1R inv ag	SW480 rerep
O=C(Cn1cc([N+](=O)[O-])cn1)N1CCc2ccccc21	-12%	6%	-9%	-7%	10%	0%	15%	20%	0%
CCCCc1nn2c(=O)cc(COC(=O)c3cccc(Cl)c3)nc2s1	0%	x	-12%	14%	x	x	3%	4%	x
CC(NC(=O)CN1C(=O)NC2(CCc3ccccc32)C1=O)c1ccc2c(c1)OCCO2 (stereo not drawn)	18%	1%	0%	15%	11%	5%	-8%	2%	-12%
CCOC(=O)Cc1ccc(Nc2nc3cc(-c4sccc4C)sc3c(=O)n2C)cc1	15µM*	4.6µM*	10µM*	20%	8.2µM*	-3%	u	u	x
O=C(NC1CCS(=O)(=O)C1)N1CCCCC1 (stereo not drawn)	-1%	13%	0%	-24%	7%	-11%	-9%	17%	-4%
CCc1ccc(NC(=O)CN(c2ccc(C)cc2)S(=O)(=O)c2c(C)nn(C)c2C)cc1	-4%	x	-16%	11%	x	1%	-8%	-16%	x
O=C(NCc1ccc(Cl)cc1)C(=O)NCC1OCCCN1S(=O)(=O)c1cccs1 (stereo not drawn)	-10%	0%	7%	12%	-2%	1%	-19%	-18%	14%
CN(Cc1ccon1)Cc1cn(Cc2ccccc2)nc1-c1ccc2c(c1)OCO2	-8%	2%	1%	4%	0%	4%	7%	-20%	-6%
O=C(OCC(=O)N1CCN(S(=O)(=O)c2ccc(Cl)cc2)CC1)c1ccc([N+](=O)[O-])o1	-14%	9%	u	-4%	6%	-1%	11%	12%	5%
COC(=O)c1ccc(Cl)c(NS(=O)(=O)c2ccc3c(c2)OCCO3)c1	9.2µM*	4.6µM*	5.8µM*	25µM*	u	1%	u	u	18µM*
Cc1ccc(NC(=S)N(CCN(C)C)Cc2cccs2)c(C)c1	-24%	1%	10%	14%	7%	2%	13%	u	u
Cc1ccc(Cl)cc1N1CCN(C(=O)c2cn(C)c3ccc(S(=O)(=O)N4CCCC4)cc3c2=O)CC1	1%	x	-3%	-10%	x	x	-6%	0%	x
Cc1ccc(S(=O)(=O)N2CCCC(C(=O)NCc3ccccn3)C2)cc1 (stereo not drawn)	-22%	3%	3%	1%	11%	-8%	4%	-10%	-5%
O=C(NCc1ccccc1)c1ccc(CS(=O)Cc2cccc(Cl)c2)o1 (stereo not drawn)	-29%	1%	6%	9%	5%	0%	5%	-3%	x
COc1cc(/C=N/NC(=O)CC#N)ccc1Oc1nc(Cl)ncc1F	-12%	0%	-21%	-5%	0%	-4%	3%	4%	1%
Cc1cccc(NC(=O)N2CCC(NC(=O)c3ccccc3C)CC2)c1	18%	17%	3%	4%	15%	-6%	7%	1%	2%
CCN1C(=O)C2(C(C#N)=C(N)Oc3n[nH]c(C(C)C)c32)c2ccccc21 (stereo not drawn)	2%	-1%	25%	3%	0%	2%	-4%	-8%	0%
Cc1ccc(CNC(=O)CNC(=O)c2ccc(C(C)(C)C)cc2)n1C	15%	10%	-11%	-14%	-2%[9.24 µM]	-2%	8%	4%	-20%
O=C(N/N=C/c1cccc(F)c1)NC1CCCCC1	-7%	2%	0%	13µM*	9%	u	7%	u	-12%
Cc1cc(C(C)(C)C)ccc1OCCCCN1CCCC1	-16%	-6%	-11%	-30%	-10%	0%	u	4%	4%
CN(C)C(CNC(=O)CN1C(=O)NC2(CCCC2)C1=O)c1ccccc1 (stereo not drawn)	u	-1%	15%	5%	8%	-6%	1%	17%	17%
